# 14-3-3g Raf: alters human 14-3-3 gamma binding to Raf peptide | actives 0.19% (n = 160,000) | FP, 14-3-3gamma / TMR-pS259-Raf peptide binding | AID 422 | P61981 | inhibition, % at 40 µM; in the data active means inhibition above about 30%;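 further: 0% = protein plus tracer without compound and 100% = blank with tracer alone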
# Target sequence (P61981 whole entry, looked up): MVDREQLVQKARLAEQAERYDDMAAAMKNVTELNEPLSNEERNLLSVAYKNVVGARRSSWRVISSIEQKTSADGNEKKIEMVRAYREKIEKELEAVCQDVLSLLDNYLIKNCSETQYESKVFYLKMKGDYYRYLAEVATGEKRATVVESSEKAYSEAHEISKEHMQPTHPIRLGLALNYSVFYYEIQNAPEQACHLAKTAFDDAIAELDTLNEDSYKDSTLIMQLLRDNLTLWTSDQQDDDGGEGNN
# * hit, by the source's call; & = joins results of further samples. The list is partial; rates above refer to the full screens.
SMILES,14-3-3g Raf
Cc1nn(-c2ccccc2)c(OC(=O)C23CC4CC(CC(C4)C2)C3)c1S(=O)(=O)c1ccccc1,-4
CCOc1cc(C2CC(=O)Nc3cc(C)c(C)cc32)ccc1O (stereo not drawn),-6
Cc1cc(C)cc(NC(=O)COc2cc(C)cc(C)c2)c1,-10
COc1ccc2nc(NC(=O)Cc3ccc(OC)c(S(=O)(=O)N4CCOCC4)c3)sc2c1,-18
CN1C(=O)C(O)(CC(=O)c2ccc(F)cc2)c2ccccc21 (stereo not drawn),2
COC(=O)C(Br)C12CC3CC(CC(C3)C1)C2 (stereo not drawn),-1
CCOC(=O)N1CCN(CC(O)COc2c(OC)cccc2OC)CC1 (stereo not drawn),-5
O=C(NC1CCSC1=O)c1ccc(Cl)c([N+](=O)[O-])c1 (stereo not drawn),-7
COc1ccc(C)cc1S(=O)(=O)NC1CCCCC1C (stereo not drawn),-6
O=C(NC1CCCCCCC1)c1cccn2c(=O)c3cc(Cl)ccc3nc12,-7
Cc1cccn2c(=O)c3cc(C(=O)NCc4ccco4)c(=N)n(CCCO)c3nc12,-10
O=C(CN1N=C(c2ccccc2)CCC1=O)NCCCN1CCCCCC1,-13
Cc1cc2c(cc1C)NC(CC(=O)NCc1ccccc1)C(=O)N2 (stereo not drawn),-25
CCC(C)(C)NC(=O)C(OC(=O)c1ccco1)c1ccccc1OC (stereo not drawn),4
N#Cc1ccc(Oc2ccc(OC(=O)c3ccc([N+](=O)[O-])cc3)cc2)cc1,6
O=C(NCc1ccc(F)cc1)c1cccc([N+](=O)[O-])c1,-6
O=C(O)COc1cccc(NC(=O)c2ccccc2)c1,-6
O=C(O)c1cccc(S(=O)(=O)Nc2ccc(O)c(Sc3nc4ccccc4s3)c2)c1,6
CSc1ccc(C2C3=C(CC(C)(C)CC3=O)Nc3cc4c(cc32)OCCO4)cc1 (stereo not drawn),4
O=C(Nn1cnnc1)c1csc2ccccc12,0
O=C(CNC(=O)Cn1cnc2sc3c(c2c1=O)CCCC3)NCc1ccccn1,-6
Cc1ccccc1NC(=O)Cn1c(=O)n(CC2CCCO2)c(=O)c2ccccc21 (stereo not drawn),-1
CC(C)c1nnc(NC(=O)CN2C(=O)c3ccccc3C2=O)s1,-1&6
CCN1C(=O)C(CC(=O)N2CCN(C(c3ccccc3)c3ccccc3)CC2)N(CC)C1=O (stereo not drawn),4
CCN(Cc1ccccc1)C(c1cc2cc(C)cc(C)c2[nH]c1=O)c1nnnn1CCOC (stereo not drawn),-2
O=C(CNS(=O)(=O)c1ccc(Br)s1)NCCN1CCN(c2ccccc2)CC1,0
COc1cc(-c2nnc(COC(=O)C3c4ccccc4Oc4ccccc43)o2)cc(OC)c1OC,-19
COc1ccc([N+](=O)[O-])cc1NC(=O)c1sc2ncnc(N(C)c3ccccc3)c2c1C,-3
Cc1ccc(OCC(=O)N2CCN(c3ccc([N+](=O)[O-])cc3)CC2)cc1C,0
Cc1ccc(CNC(=O)C2c3ccccc3C(=O)N(C)C2c2cn(C)c3ccccc23)o1 (stereo not drawn),5

# An excerpt of these results, with each value named.
O=C(CNS(=O)(=O)c1ccc(Br)s1)NCCN1CCN(c2ccccc2)CC1
  14-3-3g Raf: 0
COc1cc(-c2nnc(COC(=O)C3c4ccccc4Oc4ccccc43)o2)cc(OC)c1OC
  14-3-3g Raf: -19

# Further structures follow.
SMILES,14-3-3g Raf
COCc1oc2c(cc(NS(=O)(=O)c3ccc(Br)cc3)c3ccccc32)c1C(=O)OC,-58
COC(=O)c1c(NC(=O)c2ccnn2C)sc2c1-c1ccccc1CC2,-19
Cc1onc(-c2c(F)cccc2Cl)c1C(=O)Nc1cccc(Cn2cccn2)c1,0
CC(C)c1ccc(NC(=O)CSc2ncccc2C(=O)Oc2cccc([N+](=O)[O-])c2)cc1,1
CCc1cccc(CC)c1NC(=O)CCS(=O)(=O)c1ccc(Br)cc1,0
Cc1cc(Cl)ccc1OCc1nc(-c2ccc([N+](=O)[O-])cc2)no1,1
CCOC(=O)C1CCN(Cc2ccc(F)cc2)CC1,5
CC(=O)OC(C(=O)NC1CCCCC1)c1ccccc1 (stereo not drawn),-9
C=CCOC(=O)CCC1CCCCC1,0
O=C1c2ccccc2C(=O)c2cc(OCC(O)CN3CCCCC3)ccc21 (stereo not drawn),-8
O=C1CCC(=O)N1CCC(c1ccc(F)cc1)c1ccco1 (stereo not drawn),-6
O=C(CSc1nc2c(sc(=S)n2Cc2ccco2)c(=O)n1-c1ccccc1)NC1CCCCC1,-52
Cc1ccc(C(=O)C2=C(O)C(=O)N(CCCN3CCOCC3)C23C(=O)N(C)c2ccccc23)o1 (stereo not drawn),-8
N#Cc1c(-c2ccccc2Cl)cc(C2CC2)nc1N,-2
O=C(CCN1C(=O)c2cccc3cccc(c23)C1=O)NCC1CCCO1 (stereo not drawn),-4
COCc1cc(C)nc(Nc2ccc(C)c(C)c2)c1C#N,-4
O=C1CSC(c2ccc(F)cc2)N1c1ccc(Oc2ccc(Cl)cc2)cc1 (stereo not drawn),0
CC(=O)C1=C(O)C(=O)N(c2ccc(F)cc2)C1c1ccccc1F (stereo not drawn),2
COc1ccc(C2=NN(C(C)=O)C(c3cccc(OCc4cccc5ccccc45)c3)O2)cc1 (stereo not drawn),5
CCOc1ccccc1-c1nc2c([nH]1)c(=O)n(C)c(=O)n2C,-8
O=C(Cc1ccccc1)N1N=C(C2CCCCC2)CC1(O)C(F)(F)F (stereo not drawn),-11
COc1cc(NC(=O)C2CC(c3cccc(OC)c3OC)=NO2)cc(OC)c1OC (stereo not drawn),-1
COc1ccc2cc3cc(C(=O)NC4CCCC4)sc3nc2c1,-5
CCCCN(CC)CCCNC(=O)c1cc2cc3ccc(OC)cc3nc2o1,1
N#Cc1ccc(NC(=O)c2csc3c2CCCC3)cc1,-12
O=C(C1CC1)N1CCc2cc(Br)cc(S(=O)(=O)N3CCN(c4cccc(C(F)(F)F)c4)CC3)c21,-14
Cc1nn(-c2ccccc2)c2sc(C(=O)C(C#N)c3ccccn3)cc12 (stereo not drawn),-12
COc1ccccc1C1C(C(=O)Nc2ccccn2)=C(C)NC2=C1C(=O)CC(C)(C)C2 (stereo not drawn),6
COc1ccc(C(=O)CC(=O)C(=O)NCc2ccccc2Cl)cc1,-2
CCCn1nnnc1NCc1ccc(C)cc1,-11
COc1ccc2oc(C(=O)OCC(=O)c3ccc4c(c3)OCCO4)c(C)c2c1,0
COc1ccc(NC(=O)C(=O)NCC(C)C)cc1,11
CCC(C)Sc1oc(-c2cccs2)nc1S(=O)(=O)c1ccc(Cl)cc1 (stereo not drawn),-77
CCCCC(=O)N1CC(=O)Nc2ccc(F)cc2C1c1ccccc1 (stereo not drawn),-5
COc1ccc(C2=NN3C(C2)c2cc(OC)ccc2OC3(C)C)cc1 (stereo not drawn),-124
COc1ccc(Cl)cc1NC(=O)CSc1nc2cc(OC)c(OC)cc2c2nc(C)nn12,0
CCOc1ccc(-n2c(=O)c3c(C)c(C)sc3n(CC(=O)N3CCCCCC3)c2=O)cc1,-6
O=c1[nH]nc(-c2ccc(N3CCCCC3)c([N+](=O)[O-])c2)c2ccccc12,-1
Cc1ccc(-c2nc(-c3ccc(Cl)cc3)no2)cc1[N+](=O)[O-],-8
O=C1CCCC/C1=C/Nc1ccc2c(c1)OCO2,-2
Cc1cc(C)c(S(=O)(=O)N(CCCN2CCOCC2)Cc2cccs2)c(C)c1,-1
Cn1c(=O)nc2n(Cc3ccccc3)c3cccc(Cl)c3cc-2c1=O,-6
COc1ccc(C2CC(C(F)(F)F)n3nc(C(=O)Nc4ccc(C)c(C)c4)c(Cl)c3N2)cc1OC (stereo not drawn),4
Cc1nc(N2CCCCC2)c2c(C)c(C(=O)N3CC(C)CC(C)C3)sc2n1 (stereo not drawn),3
O=C(c1ccc(S(=O)(=O)N2CCOCC2)cc1)N1CCCC1,-3

# Part of the list above in order of molar mass, rising:
SMILES,14-3-3g Raf
O=C1CCCC/C1=C/Nc1ccc2c(c1)OCO2,-2
COc1ccc(NC(=O)C(=O)NCC(C)C)cc1,11
Cc1ccc(-c2nc(-c3ccc(Cl)cc3)no2)cc1[N+](=O)[O-],-8
CCCCC(=O)N1CC(=O)Nc2ccc(F)cc2C1c1ccccc1 (stereo not drawn),-5
CCC(C)Sc1oc(-c2cccs2)nc1S(=O)(=O)c1ccc(Cl)cc1 (stereo not drawn),-77
CCOc1ccc(-n2c(=O)c3c(C)c(C)sc3n(CC(=O)N3CCCCCC3)c2=O)cc1,-6

# Additional compounds
SMILES,14-3-3g Raf
Cc1cc(Cl)ccc1OCC(=O)NCc1ccccn1,14
O=C(Nc1ccc(N2CCCC2)cc1)c1cccnc1,-16
O=C(c1cccn2c(=O)c3ccccc3nc12)N1CCN(c2ccc(Cl)cc2)CC1,-4
C=CCNC(=O)c1ccc(CS(=O)(=O)Cc2ccc(Cl)cc2)o1,1
Cc1ccc(-c2nc(-c3cccnc3)no2)c(Cl)c1,-21
CCOC(=O)c1nc(NCc2cccnc2)c2ccccc2n1,2
O=C(CSc1n[nH]c(=O)[nH]c1=O)c1ccccc1,-6
COc1ccc(C(=O)Nc2ccc(OC)c(OC)c2)cc1,-2
C=CCn1c(CCNC(=O)c2cccs2)nnc1SCC(=O)Nc1cccc(C(C)=O)c1,-6
Cc1cccc(N2CCN(C(=O)c3cc4c(=O)oc5ccccc5c4n3C)CC2)c1C,-32
CCCc1cc(=O)[nH]c(SCC(=O)Nc2nc3ccc(OC)cc3s2)n1,-16
O=C(c1ccc2c(=O)n(CCc3c[nH]c4ccccc34)c(=S)[nH]c2c1)N1CCCCC1,-8
O=C1CC2c3ccccc3C1C1C(=O)N(c3ncn[nH]3)C(=O)C21 (stereo not drawn),-6
C/C(Cl)=C\Cn1c(N2CCCCCC2)nc2c1c(=O)n(C)c(=O)n2C,-8
O=C(NCc1cccnc1)c1ccc2c(=O)n(CCC3=CCCCC3)c(=S)[nH]c2c1,-6

# The closing four entries of the section before are carried over, then new ones follow.
SMILES,14-3-3g Raf
O=C(c1ccc2c(=O)n(CCc3c[nH]c4ccccc34)c(=S)[nH]c2c1)N1CCCCC1,-8
O=C1CC2c3ccccc3C1C1C(=O)N(c3ncn[nH]3)C(=O)C21 (stereo not drawn),-6
C/C(Cl)=C\Cn1c(N2CCCCCC2)nc2c1c(=O)n(C)c(=O)n2C,-8
O=C(NCc1cccnc1)c1ccc2c(=O)n(CCC3=CCCCC3)c(=S)[nH]c2c1,-6
CC1(C)CC(=O)C2=C(C1)Nc1[nH]c(=S)[nH]c(=O)c1C2c1ccccc1 (stereo not drawn),-6
CCOc1cc(-c2c(C)c(CC)nc(N)c2C#N)ccc1O,4
CCCCn1c(SCC(=O)NCCc2ccc(OC)c(OC)c2)nc2c1c(=O)n(C)c(=O)n2C,-14
CC(=O)c1cccc(N2C(=O)c3ccc(C(=O)OC(C)C(=O)c4ccccc4)cc3C2=O)c1 (stereo not drawn),-19
COc1ccc2nc(N3CCC(C(=O)NCCCN4CCCC(C)C4)CC3)sc2c1 (stereo not drawn),-6
CSc1oc(-c2ccc(C)cc2)nc1S(=O)(=O)c1ccc(F)cc1,-13
CC1(C)CC(=O)c2sc(NC(=O)C(C)(C)Oc3ccc(Cl)cc3)nc2C1,1
CCOC(=O)c1c(C)oc2ccc(NS(=O)(=O)c3ccc(F)c([N+](=O)[O-])c3)cc12,-13
Cc1ccc(-c2cc(-c3ccc(Cl)cc3)c(C#N)c(N)n2)o1,-26
COc1ccc(OC)c(NC(=O)c2ccc([N+](=O)[O-])cc2Cl)c1,0
CCSc1nnc(NC(=O)CSc2nc(CC)nc3c2c(=O)n(C)c(=O)n3C)s1,-6
O=C(CN1CCCc2ccccc21)NC(=O)NCc1ccco1,-4
Cc1ccc(-c2nn3c(C)nnc3c3ccccc23)cc1S(=O)(=O)N1CCN(CCO)CC1,-4
Cc1ccc(C)c(-c2csc(N)n2)c1,-113
Cc1cc(C)nc(SCC(=O)OCC(=O)Nc2ccccc2C#N)n1,5
COc1ccc(C2C=C(c3cccc(Br)c3)Nc3nnnn32)cc1OC (stereo not drawn),-8
CC(=O)N(CC(N)=O)C1(C(=O)Nc2ccc3c(c2)OCCO3)CCCC1,-5
Cc1ccc(N(CC(O)CN2CCCC2)S(=O)(=O)c2ccccc2)cc1 (stereo not drawn),-5
COc1ccc(CCNC(=O)c2nnn(-c3cccc(C(F)(F)F)c3)c2N)cc1OC,-6
CN1CCN(C(=O)c2cc3nc(-c4ccc(Br)cc4)cc(C(F)(F)F)n3n2)CC1,-4
O=C(O)c1c[nH]c2ccc(S(=O)(=O)N3CCC(Cc4ccccc4)CC3)cc2c1=O,-23
COc1c(C)cccc1C(=O)Nc1ccc(N2CCN(S(C)(=O)=O)CC2)cc1,-3
CCOc1ccccc1NC(=O)CSc1nnnn1Cc1ccccc1,-7
COc1ccccc1CNC(=O)CCn1c(=O)c2ccccc2n(Cc2ccc(F)cc2)c1=O,3
CCc1ccc(CNC(=O)c2cn(C3CCCC3)c(=O)c3c2c2ccccc2n3C)cc1,7
O=C(CSc1oc(-c2cccs2)nc1S(=O)(=O)c1ccc(F)cc1)c1ccc(Cl)cc1,-198
CCCOC(=O)Cc1c(O)c2ccccc2[nH]c1=O,5
Cc1ccc(C)c(NC(=O)C2CC(=O)N(C(C)C)C2)c1 (stereo not drawn),-8
CCOC(=O)C1CCN(c2ccc(N3C(=O)C4CCCCC4C3=O)cc2[N+](=O)[O-])CC1 (stereo not drawn),2
Cc1cc(NC(=O)c2cn(C3CCCCC3)c(=O)c3c2c2ccccc2n3C)no1,1
CCC(=O)N1CCc2cc(S(=O)(=O)CCC(=O)N(C)c3ccc(Br)cc3)ccc21,-9
CN1C(=O)c2ccc(N3C(=O)c4ccc(C(=O)O)cc4C3=O)cc2C1=O,-1
Cc1nc(NC2CCCCC2)c2c3c(sc2n1)CCC3,8
CCOC(=O)CSc1nnc(Cc2cc(=O)[nH]c(=O)[nH]2)n1-c1cccc(OC)c1,6
CCC(C)n1cnc2c(c1=O)c1nc3ccccc3nc1n2Cc1ccccc1OC (stereo not drawn),1

# Source: PubChem
